AHR act = activates the human aryl hydrocarbon receptor. AHR-responsive luciferase reporter cells, luminescence. activation, % at 5 µM. 320,000 tested, 2.5% active. AID 2796; in the data active means activation above about 47%;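 further: 0% = vehicle wells and 100% = reference agonist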
LAP4-GFP MLPCN = modulators of TOR pathway LAP4-GFP in S. cerevisiae; GFP response vs DMSO, % at 10 µM; S. cerevisiae LAP4-GFP multiplex, flow cytometry GFP, 3 h; median GFP as percent of DMSO wells; 320,000 tested, 0.34% active; AID 2023;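 active means GFP response vs DMSO above a set limit, about the screen mean plus 3 SD, cut at about 150% in these data; inconclusive means under 70 cell events counted for the yeast strain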
RPL19A-GFP yeast = modulators of TOR pathway RPL19A-GFP in S. cerevisiae. S. cerevisiae RPL19A-GFP strain, flow cytometry, 3 h; hits give low values. percent response vs DMSO, % at 10 µM. 330,000 tested, 0.3% active;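 active means percent response vs DMSO below 50%; inconclusive means fewer than 70 events counted for the yeast strain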;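 further: median channel GFP fluorescence of the barcoded RPL19A-GFP strain; ratio of sample median GFP to plate DMSO average so 100% = DMSO; lower means less RPL19A-GFP as with rapamycin TOR inhibition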
proCasp7 act = counter-screen for procaspase-3 activators: activators of human procaspase-7 | recombinant procaspase-7, Ac-DEVD-pNA absorbance 405 nm; D23A/D198A/D206A triple mutant, cannot self-cleave; scale: DMSO 0, 5 µM enzyme 100 | activation, % at 8.5 µM | 330,000 tested, 0.093% active | AID 463210;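 active means percent activation above the screen-wide mean plus 3 SD, cut at about 25% in these data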
Target sequence (P55210 whole entry D23A/D198A/D206A): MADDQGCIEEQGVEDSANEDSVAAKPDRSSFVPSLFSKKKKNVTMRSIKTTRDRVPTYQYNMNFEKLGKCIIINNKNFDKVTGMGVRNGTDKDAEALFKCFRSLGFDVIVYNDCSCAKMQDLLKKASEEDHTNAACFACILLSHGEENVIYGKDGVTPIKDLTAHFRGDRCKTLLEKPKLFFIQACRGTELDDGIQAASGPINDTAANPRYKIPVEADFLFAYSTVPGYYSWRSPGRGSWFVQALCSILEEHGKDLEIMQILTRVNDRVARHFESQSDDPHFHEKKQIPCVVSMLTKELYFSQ
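Assay system: Uncleavable procaspase-7 mutant enzyme / Input: 2 µM procaspase-7 mutant as dispensed / Dosing: single nominal 8.5 µM compound dose, 0.8% DMSO final / Timing: 1 h enzyme–compound preincubation and 2 h substrate reaction, both 25 °C / Detection: p-Nitroaniline absorbance at 405 nm, read at 0 and 120 min / Replication: singlicate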
MEP2 TOR yeast = alters MEP2-GFP fluorescence in TOR pathway yeast screen. AID 2016. 330,000 tested, 0.51% active. S. cerevisiae MEP2-GFP strain, flow cytometry GFP, 3 h; 100% = DMSO control level. GFP response vs DMSO, % at 10 µM;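 active means GFP response versus DMSO above a set limit, roughly screen mean plus 3 SD, cut at about 180% in these data; inconclusive means fewer than 70 cells counted for a yeast strain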;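 further: median GFP fluorescence of the barcode-gated MEP2-GFP cells per well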
CR mimetic SO = caloric restriction mimetics inhibiting age-related superoxide in yeast; S. cerevisiae aged cells, superoxide DHE fluorescence; hits give low values; superoxide response (% of plate mean), % at 10 µM; 330,000 tested, 0.18% active;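 active means superoxide response under a set limit, about three screen SD below normal, cut at about 65% in these data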;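 further: yeast aged for seven days with compound at 30 °C before DHE staining; 100% = average MFI of all compound-treated wells on the plate with controls excluded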
GASC-1 inh = inhibitors of human GASC-1 (JMJD2C) demethylase; 330,000 tested, 0.069% active; Q9H3R0; AID 2099; inhibition, % at 2.35 µM; GST-JMJD2C(1-420) H3K9me3 demethylation, DELFIA europium;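 active means more than half of a compound's replicate wells show inhibition beyond 50%, single wells judged on their own value; inconclusive means some, but no more than half, of replicates pass 50% inhibition; inactive means no replicate passes 50% inhibition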;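 further: signal counts dimethyl H3K9 product captured on neutravidin plate; 0% = median of DMSO wells and 100% = 0.3 times that DMSO median; strong numbers were not always called active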
Target sequence (Q9H3R0 1-420 limits assumed): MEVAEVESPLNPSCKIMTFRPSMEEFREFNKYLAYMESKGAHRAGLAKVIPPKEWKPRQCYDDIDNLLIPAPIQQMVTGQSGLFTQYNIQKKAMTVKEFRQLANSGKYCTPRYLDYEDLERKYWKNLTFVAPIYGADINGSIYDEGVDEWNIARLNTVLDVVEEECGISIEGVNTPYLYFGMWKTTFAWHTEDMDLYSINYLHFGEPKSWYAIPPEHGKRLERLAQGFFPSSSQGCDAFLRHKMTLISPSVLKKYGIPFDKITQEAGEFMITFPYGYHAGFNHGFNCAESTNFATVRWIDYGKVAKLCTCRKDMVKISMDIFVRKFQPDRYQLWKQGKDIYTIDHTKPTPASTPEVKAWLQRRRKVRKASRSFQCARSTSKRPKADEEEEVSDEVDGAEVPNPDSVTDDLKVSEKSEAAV
procasp3 activ = activators of human procaspase-3. P42574. recombinant procaspase-3 D3A, Ac-DEVD-pNA absorbance 405 nm. activation, % at 8.5 µM. 330,000 tested, 0.11% active. AID 463141;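 active means activation above the mean of all tested compounds plus 3 SD, cut at about 21% in these data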;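 further: 0% = DMSO alone and 100% = DMSO wells spiked with extra 5 µM PC-3 D3A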
Target sequence (P42574 whole entry D9A/D28A/D175A): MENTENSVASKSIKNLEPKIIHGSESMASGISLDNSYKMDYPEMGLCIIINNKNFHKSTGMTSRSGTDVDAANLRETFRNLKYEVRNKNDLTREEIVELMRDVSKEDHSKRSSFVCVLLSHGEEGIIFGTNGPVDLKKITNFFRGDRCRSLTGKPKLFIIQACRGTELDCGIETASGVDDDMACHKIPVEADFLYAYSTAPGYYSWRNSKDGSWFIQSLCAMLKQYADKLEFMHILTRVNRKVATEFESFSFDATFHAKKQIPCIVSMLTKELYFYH
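Assay system: Procaspase-3 D3A mutant, all three cleavage aspartates alanine. Buffer or medium: Zinc-free HEPES saline buffer with Triton X-100. Times: 1 h compound preincubation, 2 h substrate hydrolysis at 25 °C. Measured by: 405 nm absorbance of p-nitroaniline, reads at 0 and 120 min. Read-out basis: percent activation relative to control range. Replicates: singlicate.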
Starred values were filed as active, the others as inactive; ? = inconclusive; / = not tested or not shown. This is a random part of the collection; overall some 3.8% were active at least once.

SMILES	AHR act	LAP4-GFP MLPCN	RPL19A-GFP yeast	proCasp7 act	MEP2 TOR yeast	CR mimetic SO	GASC-1 inh	procasp3 activ
Cc1ccc(C)n1-n1cnc2sc(-c3ccccc3)cc2c1=O	2	97	100	8	104	111	-7	-5
COc1ccc(C2(C(F)(F)F)NC(=O)N(C)C(=O)N2C)cc1 (stereo not drawn)	1	102	99	-6	100	133	-6	16
CC(C)Cn1c(=O)c(-[n+]2ccccc2)c([O-])c2ccccc21	-1	95	104	3	111	71	53	3
CCCNC(=O)NCc1ccc(N2CCCC2=O)cc1	1	105	95	-15	105	93	5	0
CCCOC(=O)c1ccc(NC(=O)c2cccc(S(=O)(=O)N3CCN(C(C)=O)CC3)c2)cc1	0	103	95	-9	108	100	-2	4
CC(=O)Nc1ccc(NS(=O)(=O)c2ccccc2)cc1	0	92	91	-3	?	97	2	-2
CCOC(=O)C(C)Sc1ncc(-c2ccc(Cl)cc2)cn1 (stereo not drawn)	-1	108	99	3	95	101	8	-4
CCc1cc2cccc(C)c2nc1SCC(=O)NC1CCCC1	1	99	103	5	106	115	-11	6
COC(=O)c1c(C)nc(C)c(C(=O)OC)c1-c1ccsc1	-3	105	97	8	95	85	2	2
CN(Cc1ccc(OC(F)F)cc1)C(=O)c1ccc2c(=O)n3c(nc2c1)CCC3	1	99	98	8	100	97	-7	-6
Cc1nn(CCO)c(N)c1C1(O)C(=O)Nc2c(Cl)cc(Cl)cc21 (stereo not drawn)	3	114	104	-10	118	114	-1	-9
Oc1c(N=NC(=S)Nc2ccccc2F)c2ccccc2n1Cc1ccccc1F	25	104	96	1	96	102	15	12
Cc1ccc(S(=O)(=O)Nc2ccc(NC(=O)CN3CCCCC3)c(Cl)c2)cc1	-1	97	98	-1	99	102	-9	-6
COc1ccc(CNC(=O)CN(c2ccc(C(C)C)cc2)S(=O)(=O)c2c(C)noc2C)cc1	2	88	98	10	97	88	12	5
Cc1cccc2cc(C#N)c(NCCNC(=O)COc3ccccc3)nc12	-4	107	99	4	95	103	29	-6
COc1ccc2c(c1)S(=O)(=O)c1ccccc1N2	4	103	101	-3	106	95	-7	0
CC(/C=C/c1ccc2c(c1)OCO2)=N\NC(=O)c1ccccc1	13	104	108	-1	101	100	-1	-4
Cc1nnc(SCC(=O)NC2CCCCC2)s1	-1	97	102	0	101	97	8	-5
CCN(c1ccccc1)S(=O)(=O)c1ccc(C(=O)N(C)Cc2cccs2)cc1	0	97	97	8	96	101	3	-6
O=C(NCc1ccc(C(=O)O)cc1)OCc1ccccc1	1	94	99	-6	98	101	51	-8
CCCCNC(=O)CN1C(=O)NC(Cc2ccccc2)(Cc2ccccc2)C1=O	2	102	100	-2	103	109	-7	-7
O=C(Nc1ccc(Cl)cc1F)C1CCN(S(=O)(=O)c2cccnc2)CC1	0	92	93	13	93	98	0	-2
CN1CCN(/C(=N\S(=O)(=O)c2ccc(F)cc2)c2ccccc2)CC1	-5	98	100	6	100	102	-3	-2
Cc1cc2c(Nc3ccc(C(=O)O)cc3)ncnc2s1	0	96	104	-2	107	100	-3	-1

Arranged by value in MEP2 TOR yeast (highest first): some entries from above.
Structure | AHR act | LAP4-GFP MLPCN | RPL19A-GFP yeast | MEP2 TOR yeast | GASC-1 inh | procasp3 activ
CC(C)Cn1c(=O)c(-[n+]2ccccc2)c([O-])c2ccccc21 | -1 | 95 | 104 | 111 | 53 | 3
CCCOC(=O)c1ccc(NC(=O)c2cccc(S(=O)(=O)N3CCN(C(C)=O)CC3)c2)cc1 | 0 | 103 | 95 | 108 | -2 | 4
Cc1ccc(S(=O)(=O)Nc2ccc(NC(=O)CN3CCCCC3)c(Cl)c2)cc1 | -1 | 97 | 98 | 99 | -9 | -6

(next part)
SMILES	AHR act	LAP4-GFP MLPCN	RPL19A-GFP yeast	proCasp7 act	MEP2 TOR yeast	CR mimetic SO	GASC-1 inh	procasp3 activ
CCOCCCNC(=O)c1ccc(CS(=O)(=O)Cc2cccc(C)c2)o1	-1	106	101	-7	104	88	11	-1
CSc1nc(O)c(C(c2ccc(O)cc2)c2c(O)nc(SC)[nH]c2=O)c(=O)[nH]1	-2	95	98	-9	106	109	-6	-1
COc1cc(OC)c(OC)cc1CNCCNC(=O)c1ccco1	-1	92	100	5	102	112	2	5
CN(c1ccc(OCC(=O)OCC(=O)Nc2c(F)c(F)c(F)c(F)c2F)cc1)S(=O)(=O)c1ccc(F)cc1	3	93	103	-3	105	111	-6	3
Cc1ccc(NC(=O)CC(=O)c2ccccc2)cc1C	3	102	105	1	101	94	3	-1
CCO[C@H]1OC(C(=O)NC2CC2)=C[C@@H](c2ccc(C(F)(F)F)cc2)[C@@H]1CCCO	12	140	100	-5	98	100	4	5
CCc1onc(C)c1C(=O)O	-1	101	105	-9	101	90	-5	4
CCOC(=O)c1c(C)[nH]c(C)c1C(=O)COC(=O)c1ccc(S(=O)(=O)C(F)F)cc1	0	99	100	14	99	88	/	3
COc1ccc(-c2ccc(SCC(=O)NCC3CCCO3)nn2)cc1OC (stereo not drawn)	13	109	102	6	101	95	-12	0
CC(=O)Cc1nsc(NC(=O)c2ccccc2)n1	6	100	97	11	96	90	29	1
O=C(Cn1nc(Cc2cccnc2)c2ccccc2c1=O)NCc1ccc2c(c1)OCO2	9	115	96	5	97	81	-7	3
CCOC(=O)/C(C#N)=N\Nc1ccc(S(=O)(=O)Nc2nc(C)cc(C)n2)cc1	0	90	107	-1	96	101	1	-11
CCCCc1n[nH]c2c1/C(=N/O)CC(c1ccccc1)C2 (stereo not drawn)	7	102	98	-2	109	94	-2	2
CCN(CC(=O)NCc1ccc(Cl)cc1)C(=O)CSCC(=O)Nc1ccc(C)cc1	2	93	87	-5	94	103	0	-5
CC1=C(C(=O)N2CCN(c3cc(C)ccc3C)CC2)C2(CCCCC2)OC1=O	-2	102	102	7	111	109	-6	-3
CCn1c(NC(=O)C(C)C)c(-c2cccs2)c(=O)c2ccccc21	-1	99	93	-3	93	101	118	7
CCOc1ccccc1NS(=O)(=O)c1cccc2nsnc12	1	91	94	7	97	111	4	-7
CC(C)c1ccc(/C=C/C(=O)NCCCc2ccccc2)cc1	14	118	92	9	88	94	-1	-7
COc1ccc(Cc2nnc(NC(=O)c3ccc(OC(C)=O)cc3)s2)cc1OC	1	92	103	0	105	104	1	0
CN1CCCN(C(=O)CC(c2ccccc2)c2ccccc2)CC1	6	98	105	8	110	103	-6	8
COc1cc(C[C@@H](C)[C@@H](C)Cc2ccc(O)c(OC)c2)ccc1O	-1	94	93	-5	93	87	14	2
O=C(CC1C(=O)NCCN1C(=O)c1ccc(Cl)cc1)Nc1ccc(F)cc1 (stereo not drawn)	-3	113	100	11	102	117	-3	4
O=C(NCC(c1ccco1)N1CCOCC1)c1ccc(C(F)(F)F)cc1 (stereo not drawn)	3	92	94	-2	96	97	8	12
Cc1ccc(S(=O)(=O)CC(=O)Nc2nc(-c3ccccc3)cs2)cc1	2	92	78	15	94	93	4	6
COc1ccccc1NC(=O)Cc1nnc(SCC(=O)c2ccc(F)cc2)n1C	2	92	92	-4	82	89	6	-3
O=C(NC(=O)c1ccccc1O)c1ccc2c(c1)CCO2	9	92	99	5	95	125	30	14
COc1cc(/C=N/NC(=O)C(=O)/C=C2\NC3(CCCC3)Cc3ccccc32)ccc1O	1	88	107	-13	109	89	-32	-7
Cc1cc(C)cc(N(C)S(=O)(=O)c2nnc(NC(=O)C(C)C)s2)c1	/	89	99	/	103	100	-6	/
COC(=O)C1CCN(C(=O)c2ccc3nccnc3c2)CC1	/	66	106	/	95	92	-3	/
CC(=O)c1cc(F)c(N2CCN(C(=O)C(C)(C)C)CC2)cc1C	1	98	101	-11	99	101	-6	-6
COc1cc(C2C(C#N)=C(N)N(Nc3ccccc3)C3=C2C(=O)CC(C)(C)C3)ccc1OCc1ccccc1 (stereo not drawn)	6	95	97	-5	99	96	-1	-5
CCOc1ccc(S(=O)(=O)N(C)CC(=O)NC2CCCC2)cc1	-3	96	105	3	92	95	2	-2
COc1ccc(-c2csc3nc(C)nc(N4CCCCC4)c23)cc1OC	3	106	98	5	95	103	-4	-3
CCCCOc1ccc(/C=N/NC(=O)C2CCCNC2=O)cc1 (stereo not drawn)	3	107	99	-6	101	91	-22	-5
N#Cc1c2n(c3c(=O)n(CC(=O)c4ccc(Br)cc4)cnc13)CCCC2	-12	91	101	13	101	109	-3	3
CC(=O)Nc1ccc(NC(=O)CN(c2ccccc2Cl)S(C)(=O)=O)cc1	1	79	115	-9	93	100	-7	-1
COc1ccc(-c2cc(-c3nnc(COC(=O)CC4CC5CCC4C5)o3)c3ccccc3n2)cc1OC (stereo not drawn)	40	102	102	-27	111	112	4	-23
COc1cccc(OCCOCCNCCO)c1	1	95	94	5	100	95	8	-3
CCOC(=O)C(C)Sc1nnc(Cn2c(=O)sc3ccccc32)n1-c1ccccc1 (stereo not drawn)	3	105	101	-4	114	111	3	5
COc1ccc(NC(=O)CN(c2ccc(OC)c(Cl)c2)S(=O)(=O)c2ccccc2)c(OC)c1	6	108	106	-4	113	94	-7	-1
CC(C)(C)NS(=O)(=O)c1ccc(NC(=O)NC2CCCCC2)cc1	-2	99	/	-9	106	115	-3	-1
O=C(COC(=O)c1c2c(nc3ccccc13)CCCCC2)c1ccc(Cl)s1	7	111	104	11	112	98	-11	-1
Cc1ccc(NC(=O)CCS(=O)(=O)c2ccc3c(c2)NC(=O)C(C)S3)cc1Cl (stereo not drawn)	3	118	96	2	114	107	-2	7
CC(C)(C)C1CCc2c(C(=O)NNC(=O)CCC(=O)O)csc2C1 (stereo not drawn)	-2	108	106	-4	107	101	9	9
Cc1ncc([N+](=O)[O-])n1CCOC(=O)NC(Nc1ccc(F)cc1)C(Cl)(Cl)Cl (stereo not drawn)	1	100	93	6	98	119	1	3
CCC(=O)Nc1cccc(NC(=O)c2ccc(Br)cc2)c1	9	121	119	3	122	88	-4	-1
CC(C)C(=O)NS(=O)(=O)c1ccc(NS(C)(=O)=O)cc1	0	94	98	7	93	98	8	-3
Cc1ccc(CN2CCCN(C)CC2)c(C)c1	-2	95	99	-6	104	98	9	5
Cc1ccc(C2(COC(=O)C(C)C)CO2)c(OC(=O)C(C)C)c1 (stereo not drawn)	0	98	97	-4	102	113	-10	4
COc1cccc(-n2c(=S)sc3c(=O)n(-c4ccccc4OC)c(=S)[nH]c32)c1	4	99	96	-7	101	98	7	-9
CC(C)=CC(=O)OCC(=O)Nc1ncc(Cl)c(C)c1Cl	1	104	97	0	103	91	-1	5
O=C(Nc1cccc(-n2cnnn2)c1)c1cccs1	9	93	101	2	101	92	9	-4
O=C(Oc1ccc(C(=S)N2CCOCC2)cc1Br)c1cc(Cl)ccc1Cl	0	102	96	-5	104	129	-6	4
CN1Cc2c(N3CCOCC3)nc(SCCC#N)c(C#N)c2CC1(C)C	-1	109	100	-6	98	86	6	0
COc1ccccc1N1CCN(C(=O)c2ccc(Cl)c(S(=O)(=O)N3CCCC3)c2)CC1	1	91	92	-2	90	88	4	1

Screening results: PubChem, several laboratories
